Screening results deposited in PubChem BioAssay by Sanford-Burnham Center for Chemical Genomics.
Hsp70 inhibitors = Hsp70 inhibitors, probe displacement, primary screen, biochemical, fluorescence polarization (AID 583); Hsp70 fluorescence polarization probe displacement, mP; higher % means a stronger effect; displacement, % at 20 µM; hits with a dose series show IC50 in µM; hit rate 0.06% among 140,000; in the data active = displacement above about 50%;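 note: plate controls were vehicle for no effect and reference ligand for full effect; a part of the inactive calls stands beside numbers as strong as those of hits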
Rat MKP-3 inhibitors = MKP-3 phosphatase inhibitors, primary screen, biochemical, rat enzyme, in vitro (AID 425) | recombinant MKP-3 phosphatase activity, fluorescence; higher % means a stronger effect | inhibition, % at 20 µM, or IC50 in µM where a hit was titrated | hit rate 0.17% among 110,000; in the data active = inhibition above about 50%;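 note: plate controls were vehicle for no effect and reference inhibitor for full effect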
Numbers without * were called inactive; . = not tested or not shown; & = joins results of further samples. These rows are one share of the data (hit frequency here may not be typical).

Rat MKP-3 inhibitors | Hsp70 inhibitors | structure
3% | -2.1% | COc1cc(C2c3c(-c4cc(C)cc(C)c4O)n[nH]c3C(=O)N2CCCO)cc(OC)c1OC (centres undefined)
9% | -2.0% | O=C(Nc1ccc(Cl)cc1)N1CCN(c2ccc3nnc(-c4ccc(F)cc4)n3n2)CC1
2% | -0.4% | Cc1cccc(N2C(=O)/C(=C/c3ccccc3Cl)SC2=S)c1C
. | -4.5% | CCOc1ccc(Cc2nnc(SCC(N)=O)n2C)cc1
3% | -2.1% | CC(C)CN1C(=O)/C(=C/c2cccc3ccccc23)SC1=S
-2% | -5.5% | Cc1nn(Cc2ccccc2Cl)c(C)c1N
8% | -3.5% | O=C(CSc1nnc(-c2ccc(S(=O)(=O)N3CCOCC3)cc2)o1)c1ccccc1F
. | -2.4% | Cc1ccccc1N(C)C(=O)c1coc(=O)c2ccccc12
5% | 1.8% | O=C(NC(=S)Nc1ccc(-c2nc3ccccc3s2)cc1)c1ccccc1Cl
5% | -1.8% | COc1ccc(NC(=O)Nc2ccc(Oc3ccccc3)cc2)cc1OC
2% | 2.2% | O=C1C2C3C=CC(C3)C2C(=O)N1c1cccc(Oc2cccc(Oc3cccc(N4C(=O)C5C6C=CC(C6)C5C4=O)c3)c2)c1 (centres undefined)
0% | 0.4% | CCCC1CCC(C(=O)Nn2c(C)nc3ccccc3c2=O)CC1 (centres undefined)
-1% | -1.2% | CCOC(=O)c1cccc(NC2c3ccccc3C(=O)N2Cc2ccco2)c1 (centres undefined)
. | 3.8% | COc1cccc(-c2cc(C(=O)O)[nH]n2)c1
0% | 1.8% | O=c1c2ccccc2ncn1-c1ccc([N+](=O)[O-])cc1C(F)(F)F
-7% | 3.9% | Cc1ccc(-n2ncc3c(=O)[nH]c(SCC(=O)N4CCCC4)nc32)cc1C
83%* | 67%* | Cc1ccc(N=C2NC(=O)/C(=C/c3ccc(O)c([N+](=O)[O-])c3)S2)cc1Cl
-5% | 1.3% | CCOC(=O)c1cccc(NC(=O)C2CCCN(S(=O)(=O)c3cnc[nH]3)C2)c1 (centres undefined)
2% | -0.8% | Cc1ccc(NC(=O)COc2ccc(Cl)cc2Cl)nc1
. | -0.6% | O=C(NCc1ccco1)c1ccc2c(c1)N(Cc1ccccc1)C(=O)CS2
-3% | -31% | CC(C)(C)n1nnnc1C(c1cccc(C#N)c1)N1CCC(Cc2ccccc2)CC1 (centres undefined)
2% | 1.3% | COc1ccc(N2C(=O)C(Cl)=C(N3CCN(C)CC3)C2=O)cc1
-1% | 6.1% | COC(=O)CCC(=O)N1CCc2cc(S(=O)(=O)N3CCc4ccccc43)ccc21
. | 3.5% | CCOc1ccc(CC(=O)C2C(=O)CC(C)(C)CC2=O)cc1OCC
-6% | -1.0% | NC(=O)C1CCN(C(=O)Nc2ccccc2)CC1
-13% | 1.8% | Cc1ccc(S(=O)(=O)C2(C(=O)NCc3ccc4c(c3)OCO4)CC2)cc1
3% | -8.9% | C(=C(\c1ccccc1)c1nc2ccccc2[nH]1)/c1ccco1
3% | -0.6% | COc1ccccc1NC(=O)CSc1nnc(NC(=O)CSc2nnc3n(N)cnn23)s1
-6%&1% | -0.6%&-1.0% | CN1CCN(CCN2CCn3c2nc2ccccc23)CC1
. | 4.4% | CC1CCc2c(sc3nn[nH]c(=O)c23)C1 (centres undefined)
-2% | 7.0% | COC(=O)c1nc2n(n1)C(c1cccc(Cl)c1)C1=C(CC(C)(C)CC1=O)N2 (centres undefined)
-12% | -1.7% | COc1ccccc1-c1cc(C2CC2)nc(N)c1C#N
7% | 2.4% | CN(CCc1ccccn1)S(=O)(=O)c1ccccc1F
-2% | -6.3% | CC(=O)c1ccc(NC(=S)NC(NC(=O)c2ccc(Cl)cc2Cl)C(Cl)(Cl)Cl)cc1 (centres undefined)
. | 0.8% | CCN1CCN(Cc2cccc(Oc3ccccc3)c2)CC1
-3% | 4.2% | Cc1nn(CC(=O)Nc2ccccn2)c(=O)c2ccccc12
-17% | 2.2% | CCN(CC)S(=O)(=O)c1cccc(C(=O)N2CCCCC2)c1
5% | 1.9% | O=c1cc(CO)oc(CN2CCC(Cc3ccccc3)CC2)c1O
-5% | 6.2% | CSc1cccc(NC(=O)CN(C)S(=O)(=O)c2ccc(F)cc2)c1
6% | -4.7% | CC(CN1CCCC(C(N)=O)C1)c1ccccc1 (centres undefined)
5% | -3.6% | Cc1ccc(NC(=O)c2cc3ccccc3o2)c([N+](=O)[O-])c1
0% | 0.1% | COc1ccc(Cl)cc1NC(=O)c1cc(-c2ccccc2Cl)nc2ccccc12
-9% | 3.7% | Cc1ccc(NS(=O)(=O)c2cc(C(=O)O)ccc2Cl)cc1
. | 7.2% | Cc1c(C(=O)NC(C)C)sc2ncn(CC(=O)N3CCC(C)CC3)c(=O)c12
15% | 6.4% | CCSc1nc2c(cnn2-c2ccc(C)c(C)c2)c(=O)[nH]1
. | -1.7% | Cc1cc(C)cc(-n2nc(C)cc2N)c1
-15% | -1.7% | O=C(O)C1C2C=CC(C2)C1C(=O)NC1CCN(Cc2ccccc2)CC1 (centres undefined)
. | -6.6% | COc1ccc(C2C(C(=O)NCc3cccnc3)c3cc(OC)c(OC)cc3C(=O)N2C)cc1 (centres undefined)
. | 1.9% | O=C(CCN1CCCC1)Nc1ccc(Br)cc1
-4% | -5.1% | COc1ccc(Br)cc1/C=C1/SC(=S)N(Cc2ccccc2)C1=O
-8% | 6.2% | COC(=O)c1sc2nc(CN3CCOCC3)nc(N3CCOCC3)c2c1C
4% | -3.4% | COc1ccc(-c2nnc3ccc(C(F)(F)F)cn23)c(OC)c1
-4% | 1.4% | CCOC(=O)CSC1=C(C#N)C(=O)NC(c2ccc(OC)c(OC)c2)S1 (centres undefined)
-4% | -0.3% | COc1ccc(N(CC(=O)NCc2cccs2)S(=O)(=O)c2c(C)n[nH]c2C)cc1
-2% | 6.9% | CC(=O)N1CCN=C1SCc1ccc(F)cc1
. | -0.3% | CC1=NC(=O)C(N=Nc2cccc3ccccc23)N1c1ccccc1 (centres undefined)
1% | 1.7% | CCOC(=O)N1CCN(C(=O)COc2ccc(S(=O)(=O)NC3CCCCC3)cc2C)CC1
. | -0.9% | Cc1ccc(NC(=O)N2CCN(c3ccccn3)CC2)cc1
2% | 2.4% | COc1ccccc1NC(=O)C1=C(C)NC(=O)NC1c1ccc(Cl)cc1 (centres undefined)
-2% | -3.0% | COc1ccc(N2C(=O)CCC(C(=O)NCc3ccccn3)C2c2ccc(OC)c(OC)c2)cc1 (centres undefined)

Next entries follow:
Rat MKP-3 inhibitors | Hsp70 inhibitors | structure
22% | -30% | Cc1cccn2c(=O)c(/C=C3\SC(=S)N(Cc4ccco4)C3=O)c(NCCCn3ccnc3)nc12
6% | . | CC(C)(C)OC(=O)N[C@@H](Cc1ccccc1)c1nnc(S(=O)(=O)Cc2ccccc2)o1
3% | 1.2% | O=C(/C=C\Nc1ccc([N+](=O)[O-])cc1Br)c1ccc2c(c1)OCO2
-1% | 5.2% | Cc1ccc(-c2noc(-c3ccccc3C(=O)NCC3CCCO3)n2)cc1 (centres undefined)
6% | 0.8% | COc1ccccc1NC(=O)CN1CCN(CC(=O)Nc2ccc(Cl)c(C(F)(F)F)c2)CC1
3% | -0.8% | O=C(O)CCCNC(=O)OCc1ccccc1
6% | 1.2% | O=C(Cn1cnc2ccccc2c1=O)Nc1ccc(-c2nnc3n2CCCCC3)cc1
0% | -2.0% | O=S(=O)(Cc1ccc(Cl)cc1)CC(O)COc1ccc(Cl)cc1 (centres undefined)
12% | 4.5% | CCn1c(=O)cc(OCC(=O)NCc2ccc(C)o2)c2ccccc21
0% | 2.5% | Cc1ccc2oc(C(F)(F)F)cc(=O)c2c1
. | 0.2% | c1cncc(-c2noc(CC3CCCCC3)n2)c1
. | 1.4% | CC1Cc2nc(SCC(=O)Nc3ccc4c(c3)OCO4)n(Cc3ccccc3)c(=O)c2S1 (centres undefined)
-6% | 0.1% | Cc1cc2nncn2c(Cc2ccccc2)n1
0% | -3.1%&-0.9% | O=C(CSc1nc2ccccc2s1)CSc1nc2ccccc2s1
-4% | -1.8% | C=CCOc1c(I)cc(/C=C2/C(=O)NC(=O)N(c3cccc(C)c3)C2=O)cc1OC
0% | 5.8% | COc1cccc(/C=C2/SC(=S)N(CC(=O)O)C2=O)c1
-7% | 2.7% | CCOc1ccccc1NC(=O)CSc1nnc(-c2ccco2)o1
. | 6.8% | O=C(Nc1cccc2ccccc12)N1CCN(Cc2ccc3c(c2)OCO3)CC1
0% | 0.8% | COCCOC(=O)C1=C(C)NC2=C(C(=O)CCC2)C1c1ccc([N+](=O)[O-])cc1 (centres undefined)
-1% | 3.7% | O=C(Nc1cc(=O)c2ccccc2o1)N1CCCCC1
-6% | 4.1% | CC1CN(C(=O)N(C)C)CCN1C(=O)N(C)C (centres undefined)
-2% | -0.9% | O=C(c1ccccc1)c1ccc(N2CCCCC2)cc1
-5% | -2.8% | CCOC(=O)c1cnc(SC)nc1Nc1cccc(F)c1
4% | -0.4% | CCN(CC)c1ccc(/C=C(/NC(=O)c2ccccc2Br)C(=O)NCCCC(=O)O)cc1
-1% | -0.2% | CC1Cc2ccccc2N1C(=O)CSc1nnc(CNc2ccccc2)o1 (centres undefined)
-1% | -1.6% | COc1ccc(NC(=O)CSc2nnc(Cc3cccn3C)n2-c2ccc(C)cc2)cc1OC
-4% | -1.0% | COc1ccc(C(=S)N2CCN(c3ccccc3)CC2)cc1
2% | -3.1% | CCCCc1nc2ccccc2c(NC(=O)CN2CCOCC2)c1CCC
5% | 2.3% | COc1ccc(-c2cc(C(=O)Nc3sc(C)c(C)c3C#N)c3ccccc3n2)c(OC)c1
. | -1.0% | C[C@H]([C@@H](N)C(=O)N[C@@H](C(=O)O)[C@@H]1O[C@H](n2ccc(=O)[nH]c2=O)[C@@H](O)[C@H]1O)[C@@H](O)c1ccc(O)cn1
-3% | -3.1% | CCC(CC)NC(=O)c1cc(OC)c(OC)c(OC)c1
4% | -0.2% | O=C(COc1ccc(Cl)cc1)Nc1ccc2nn(-c3ccc(F)cc3)nc2c1
1% | -1.8% | COc1c(Cl)ccc(Cl)c1C(=O)NCCc1nc2ccccc2[nH]1
. | -1.7% | O=C(Nc1nccs1)C1CC(=O)N(c2ccccc2Cl)C1 (centres undefined)
6% | -3.2% | O=C1c2ccccc2C(=O)N1c1ccc2nc(Sc3nc4ccc([N+](=O)[O-])cc4s3)sc2c1
-2% | 7.3% | CCOC(=O)CC(=O)CSc1ccc2nnc(-c3cccc(F)c3)n2n1
-2% | 0.2% | CCN1C(=O)/C(=C/c2cccc(OC(F)(F)C(F)F)c2)SC1=S
-2% | 0.3% | CC1CCCCN1C(=O)c1ccc(S(=O)(=O)N2CCCCC2C)cc1 (centres undefined)
-2% | 0.3% | COc1ccc(C2CC(O)C(C)C(c3ccc(OC)cc3)N2)cc1 (centres undefined)
2% | -1.0% | COC(=O)c1c(NC(=O)c2ccc([N+](=O)[O-])c(C)c2)sc2c1CCCC2
-11% | 0.2% | Cn1c(=O)[nH]c(=O)c2c1nc(SCCN1CCCCC1)n2CCCc1ccccc1
5% | 3.8% | Cc1ccc(-c2nc3ncccc3o2)cc1NC(=O)c1cccc(Cl)c1Cl
. | -1.5% | CCCC1OC23CCCCC2C(C#N)(C(=N)O3)C1(C#N)C#N (centres undefined)
-10% | -0.3% | CC1CN(C(=O)c2ccc(COCC(F)(F)F)o2)CC(C)O1 (centres undefined)
. | 3.6% | O=C(NCC1CCCO1)c1ccc2c(=O)n(CC3CCCO3)c(=S)[nH]c2c1 (centres undefined)
3% | -1.3% | COc1cccc(C2=NN(C(=O)c3cccc([N+](=O)[O-])c3)C(O)(C(F)(F)F)C2)c1 (centres undefined)
-6%&0% | -4.1% | O=C1C2CC=C(Cl)CC2C(=O)N1CCc1c[nH]c2ccccc12 (centres undefined)
2% | -0.9% | COc1cccc(-c2csc(/C(C#N)=C/c3sccc3C)n2)c1
. | 4.1% | Cc1nc(=O)c(-c2ccccc2)c(C)n1-c1ccc(O)cc1
0% | -2.4% | O=[N+]([O-])c1cccc(-c2noc(-c3ccc(I)cc3)n2)c1

Grouped by structure: those above with an NH in an aromatic ring (13)
Rat MKP-3 inhibitors | Hsp70 inhibitors | structure
3% | -2.1% | COc1cc(C2c3c(-c4cc(C)cc(C)c4O)n[nH]c3C(=O)N2CCCO)cc(OC)c1OC (centres undefined)
. | 3.8% | COc1cccc(-c2cc(C(=O)O)[nH]n2)c1
-7% | 3.9% | Cc1ccc(-n2ncc3c(=O)[nH]c(SCC(=O)N4CCCC4)nc32)cc1C
-5% | 1.3% | CCOC(=O)c1cccc(NC(=O)C2CCCN(S(=O)(=O)c3cnc[nH]3)C2)c1 (centres undefined)
3% | -8.9% | C(=C(\c1ccccc1)c1nc2ccccc2[nH]1)/c1ccco1
. | 4.4% | CC1CCc2c(sc3nn[nH]c(=O)c23)C1 (centres undefined)
15% | 6.4% | CCSc1nc2c(cnn2-c2ccc(C)c(C)c2)c(=O)[nH]1
-4% | -0.3% | COc1ccc(N(CC(=O)NCc2cccs2)S(=O)(=O)c2c(C)n[nH]c2C)cc1
. | -1.0% | C[C@H]([C@@H](N)C(=O)N[C@@H](C(=O)O)[C@@H]1O[C@H](n2ccc(=O)[nH]c2=O)[C@@H](O)[C@H]1O)[C@@H](O)c1ccc(O)cn1
1% | -1.8% | COc1c(Cl)ccc(Cl)c1C(=O)NCCc1nc2ccccc2[nH]1
-11% | 0.2% | Cn1c(=O)[nH]c(=O)c2c1nc(SCCN1CCCCC1)n2CCCc1ccccc1
. | 3.6% | O=C(NCC1CCCO1)c1ccc2c(=O)n(CC3CCCO3)c(=S)[nH]c2c1 (centres undefined)
-6%&0% | -4.1% | O=C1C2CC=C(Cl)CC2C(=O)N1CCc1c[nH]c2ccccc12 (centres undefined)
